KLK7 zymogen act – activates the human kallikrein-7 zymogen. activation, % at 7 µM. P49862. AID 652039. 370,000 compounds, 0.9% hits. purified proKLK7, EDANS-DABCYL substrate fluorescence; 100% is mature enzyme control, 0% vehicle;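 active = activation above the mean of all tested compounds plus 3 SD, computed per campaign excluding outliers beyond control limits, cut at about 13% in these data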
TCR CD3 inh – inhibitors of human TCR-CD3 interaction; TAMRA-labeled TCR probe fluorescence, biochemical; inhibition, % at 9.4 µM; 360,000 compounds, 0.37% hits; in the data active = inhibition above about 19%;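 note: recombinant mutant TCR 2C K166C tagged with TAMRA read by polarization; 0% = receptor in buffer alone and 100% = receptor with positive control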
TDP2 inh – blocks human TDP2 phosphodiesterase activity; recombinant TDP2, T5PNP hydrolysis, p-nitrophenol absorbance 415 nm; inhibition, % at 12.8 µM; 370,000 compounds, 0.34% hits; AID 720702;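 active = inhibition above the mean of all tested compounds plus 3 SD, set per campaign, cut at about 25% in these data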;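 note: 0% = DMSO with enzyme and 100% = buffer with substrate but no TDP2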
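Assay system: recombinant human TDP2 / Reagent: T5PNP substrate at 5 mM, a TopII-DNA adduct mimic / Measured by: epi absorbance from released p-nitrophenol / Evaluation: % inhibition relative to enzyme-containing and enzyme-free wells / Control set: enzyme-free and DMSO wells / Replicates: each compound tested once, singlicate / Schedule: enzyme reaction with compound for 2 h at 37 °C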
LEDGF integ inh – blocks HIV-1 LEDGF/p75-dependent DNA integration; inhibition, % at 3.7 µM; 370,000 compounds, 0.64% hits; TR-FRET IN-LEDGF/p75 DNA integration, Eu/Cy5;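 active = inhibition above the screen-wide mean plus 3 SD, cut at about 13% in these data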;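 note: signal is the Cy5 over europium emission ratio at 671 and 618 nm; 0% = plate median of compound wells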
SIAE primary – inhibitors of human sialic acid acetylesterase SIAE; 370,000 compounds, 0.69% hits; SIAE FP-Rh probe binding, fluorescence polarization; inhibition, % at 9.66 µM;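 active = inhibition above a cutoff: mean of compounds within the control limits plus 3 SD of those, cut at about 17% in these data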;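 note: 0% = plate median of compound wells and 100% = probe without SIAE protein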
PRMT1 FP inh – blocks human protein arginine methyltransferase 1; recombinant PRMT1, activity-based probe fluorescence polarization; Q99873; AID 652257; 370,000 compounds, 1.3% hits; inhibition, % at 2.79 µM;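 active = inhibition above about 21% made by adding two undisclosed values, limit read from the data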
UHRF1 MBD2 ctr – human UHRF1 methylated DNA binding inhibitors | Q96T88 | UHRF1 binding to methylated oligo, TR-FRET | inhibition, % at 4.4 µM | 370,000 compounds, 0.75% hits; in the data active = inhibition above about 21%;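 note: UHRF1 SRA domain binding a hemimethylated CpG hairpin DNA probe; 0% = median of test compound wells and 100% = reference inhibitor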
DDE Tn6 FP inh – DD(E)-Tn6 binding inhibition, primary FP screen. Fibrin DD(E) TRITC-Tn6 fluorescence polarization displacement. inhibition, % at 8.3 µM. 370,000 compounds, 0.21% hits;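 active = inhibition above a per-campaign cutoff: mean of compounds within control limits plus 3 SD, cut at about 15% in these data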;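 note: 0% = median of all compound wells on the plate and 100% = blocking peptide control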
Target sequence (P02675 whole entry, looked up): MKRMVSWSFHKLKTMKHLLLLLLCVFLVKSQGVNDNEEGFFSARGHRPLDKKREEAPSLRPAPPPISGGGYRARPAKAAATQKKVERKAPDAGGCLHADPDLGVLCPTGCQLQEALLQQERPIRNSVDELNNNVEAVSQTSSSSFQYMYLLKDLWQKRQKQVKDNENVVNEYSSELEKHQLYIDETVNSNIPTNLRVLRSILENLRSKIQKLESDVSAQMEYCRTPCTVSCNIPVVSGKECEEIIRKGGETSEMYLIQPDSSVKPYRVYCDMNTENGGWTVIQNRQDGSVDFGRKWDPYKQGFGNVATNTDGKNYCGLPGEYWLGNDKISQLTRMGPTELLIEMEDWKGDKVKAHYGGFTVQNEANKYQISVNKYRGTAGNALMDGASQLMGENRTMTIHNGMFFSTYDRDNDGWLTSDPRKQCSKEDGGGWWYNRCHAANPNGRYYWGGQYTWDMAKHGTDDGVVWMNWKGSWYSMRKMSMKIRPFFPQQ
MBD2 DNA inh – blocks human MBD2 binding to methylated DNA | Q9UBB5 | inhibition, % at 4.4 µM | AID 686964 | 370,000 compounds, 0.31% hits | TR-FRET, MBD2 binding to methylated oligonucleotide; in the data active = inhibition above about 13%
Target sequence (Q9UBB5 whole entry, looked up): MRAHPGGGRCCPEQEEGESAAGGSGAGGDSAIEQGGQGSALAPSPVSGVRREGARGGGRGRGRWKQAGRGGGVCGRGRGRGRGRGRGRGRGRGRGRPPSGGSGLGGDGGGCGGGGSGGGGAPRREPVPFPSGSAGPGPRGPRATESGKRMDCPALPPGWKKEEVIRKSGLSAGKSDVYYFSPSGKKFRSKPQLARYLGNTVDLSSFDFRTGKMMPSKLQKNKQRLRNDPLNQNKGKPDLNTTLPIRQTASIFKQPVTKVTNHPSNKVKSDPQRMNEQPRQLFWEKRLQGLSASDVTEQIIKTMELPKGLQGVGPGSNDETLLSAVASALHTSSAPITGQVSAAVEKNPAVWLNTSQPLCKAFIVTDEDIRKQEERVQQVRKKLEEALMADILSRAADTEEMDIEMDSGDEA
Tn7 DDE FP – inhibitors of Tn7 peptide binding to human fibrin DD(E). FP displacement of FITC-Tn7 peptide from fibrin DD(E); 0% = median of compound wells per plate. inhibition, % at 8.3 µM. 370,000 compounds, 0.13% hits. AID 720508;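 active = inhibition above the mean of compounds falling within the control limits plus 3 SD of them, cut at about 14% in these data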;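 note: 0% = plate median of compound wells and 100% = 10 µM Aha-Tn7 peptide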
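Assay system: human fibrin DD(E) protein / Input: 2 µM fibrin DD(E) / Benchmarks: high control of 10 µM Aha-Tn7 peptide / Measured by: fluorescence polarization of the labelled Tn7 tracer / Medium: Tris buffer with calcium and detergent, pH 7.8 / Timing: 10 min compound pre-incubation, 3 h probe incubation at room temperature / Repeats: one replicate per compound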
Numbers without * were called inactive; . = no result given.

Values in the order: KLK7 zymogen act	TCR CD3 inh	TDP2 inh	LEDGF integ inh	SIAE primary	PRMT1 FP inh	UHRF1 MBD2 ctr	DDE Tn6 FP inh	MBD2 DNA inh	Tn7 DDE FP
> O=C(Cc1cc(=O)[nH]c(=O)[nH]1)N1CCN(C(=O)c2ccco2)CC1
 : 0.4	-13	-2	-3	-7	0	2	0	2	4
> COc1ccc(-c2cn(-c3ccccc3)nc2CO)cc1
 : 0.0	7	-4	0	-5	0	1	-2	-2	10
> COc1ccccc1N1CCN(C(=O)CCCCCn2c(=S)[nH]c3cc4c(cc3c2=O)OCO4)CC1
 : 0.7	-3	-9	6	2	1	-2	-3	-7	2
> CC(NC(=O)c1cc(-c2ccccn2)nc2ccc(Cl)cc12)C1CCCO1 (stereo not given)
 : 0.0	10	17	1	6	0	-4	-3	-1	-3
> CC12C=CC3(CN(Cc4ccccc4)C(=O)C3C1C(=O)NCc1ccco1)O2 (stereo not given)
 : -0.2	3	14	-1	6	0	-3	3	1	-2
> CCCN(C(=O)CCCSc1nc2ccccc2[nH]1)c1c(N)n(Cc2ccccc2)c(=O)[nH]c1=O
 : 0.1	6	8	1	3	-1	-2	7	3	-1
> COc1cccc(N2C(=O)C3CCCN3C2c2ccc(F)cc2)c1 (stereo not given)
 : 0.5	-4	3	-2	-5	1	1	-8	-3	1
> CCOC(=O)c1cnc2c(C(F)(F)F)cccc2c1NCCCN1CCOCC1
 : -0.4	8	-13	2	1	0	-1	7	-2	-4
> CC(C)C(NC(=O)c1ccccc1)c1nnc(SCC(=O)Nc2nccs2)n1C (stereo not given)
 : -0.4	9	2	1	1	-2	2	5	1	1
> CN(C)CCCNC(=S)Nc1ccc(Br)cc1
 : 0.1	-7	-1	-4	1	-1	1	11	-1	-5
> CCn1c(SCC(=O)NN=Cc2cc(OC)ccc2OC)nnc1-c1ccc(OC)cc1
 : 1.4	.	1	5	-2	-1	-3	-1	1	-8
> O=C(c1ccc(Br)cc1)c1cc([N+](=O)[O-])ccc1N1CCOCC1
 : 0.0	-7	4	-5	2	6	2	5	-6	4
> CC1CCCCN1C(=O)c1cnn2c(C(F)(F)F)cc(-c3ccco3)nc12 (stereo not given)
 : 8.8	6	-6	-2	-4	2	0	-8	4	-2
> CC(c1nnc(SCn2nnc3ccccc3c2=O)n1-c1ccc(Cl)cc1)N(C)C (stereo not given)
 : 0.4	-4	-26	5	1	-2	2	1	-3	0
> O=C(CC1Sc2ncnn2C1=O)Nc1ccc(Br)cc1 (stereo not given)
 : -0.3	-2	1	-4	-2	53*	0	7	0	-3
> Cc1ccccc1CN1CCCCC(NC(=O)c2ccc(Br)cc2)C1=O (stereo not given)
 : 0.3	.	7	2	1	-4	-2	-2	0	-3
> O=C(NCc1ccc(F)cc1)c1ccc2c(c1)S(=O)(=O)c1ccccc1C2=O
 : -0.2	0	12	-1	5	1	-5	6	2	3
> O=C(c1cc(S(=O)(=O)N2CCC3(CC2)OCCO3)ccc1F)N1CCCCC1
 : 0.0	7	8	0	-1	0	1	7	2	6
> CN(Cc1ccccc1)C(=S)NC(=O)c1ccccc1
 : 0.1	-7	-1	2	-3	4	-1	1	2	4
> CC(C)=C(NC(=O)c1ccccc1)C(=O)Nc1cccc(C)c1
 : 0.0	-11	-1	-2	1	-1	2	9	1	0
> COC(=O)[C@]12C[C@H](CC(=O)N3CCSCC3)C(=O)N(Cc3cccc4ccccc34)C1=C[C@H](C1CCCC1)O[C@@H]2C
 : 1.0	.	-5	1	8	-1	3	10	-4	-14
> COc1cc(C(=O)OC2CCCCC2=O)cc(OC)c1C (stereo not given)
 : 0.2	-3	-7	-4	-4	2	23*	-2	7	-2
> Cc1ccc(F)cc1NC(=O)N1CCCN(C(=O)OC(C)(C)C)CC1
 : 0.4	0	-12	-4	3	0	3	11	1	4
> CCOC(=O)CCCNC(=O)COC(=O)c1cccc(F)c1
 : -0.1	4	-2	3	-9	-2	4	4	-1	0
> CC(C)(C)OC(=O)N[C@@H](C(=O)OC(C)(C)C)c1ccc(Br)cc1
 : 0.3	3	3	2	-2	-1	0	8	2	-7
> CCc1nnc2n1N=C(c1ccccc1)CS2
 : 0.4	5	8	-1	-1	0	0	-5	3	6
> CCOc1ccccc1NC(=O)c1cccc(NC(=O)C(C)C)c1
 : -0.4	0	-4	1	-3	1	14	4	0	4
> COc1ccc(/C=C/C(=O)Nc2cc(C)on2)cc1
 : -1.9	8	2	1	-3	1	-3	0	0	7
> Cc1nn(Cc2ccccc2)c(Cl)c1/C=C/C(=O)OCC(=O)N1CCCC1=O
 : 0.7	0	-7	5	6	-6	2	-7	-7	8
> COc1ccc(NC(=O)c2ccc(-c3ccccc3)cc2)cc1NS(=O)(=O)c1ccc(F)cc1
 : -4.1	4	6	2	-42	2	0	6	-5	-1
> CC(=O)c1ccc(OCC(=O)Nc2ccc3c(c2)CCC3)cc1
 : 0.5	2	6	-3	5	0	-1	-3	3	0
> Nc1c(-c2ccc(C(F)(F)F)cc2)nc2ncccn12
 : 7.1	1	4	3	12	1	-4	-2	-6	-2
> O=C(CCC(=O)Nc1ccc(Br)cc1)N/N=C/c1cc([N+](=O)[O-])ccc1O
 : -0.1	15	-5	1	-7	-1	-1	1	3	-9
> CC(C)(C)NC(=O)C1Cc2ccccc2CN1C(=O)Nc1cccc(Cl)c1 (stereo not given)
 : -0.2	2	1	-3	-1	-1	2	3	-3	-4
> Cc1ccccc1C(=O)OC1OC(=O)C(Cl)=C1N1CCOCC1 (stereo not given)
 : -0.1	-4	-2	2	-1	-2	-2	-4	-5	2
> CCOC(=O)[C@@H]1[C@H]2COc3ccc(Br)cc3[C@H]2N2C(=O)N(c3cccc(Cl)c3)C(=O)[C@]12C
 : 0.5	1	1	-2	-3	1	2	4	1	7
> COc1ccc(-n2c(C(C)n3nc(C)c([N+](=O)[O-])c3C)n[nH]c2=S)cc1 (stereo not given)
 : 0.4	5	-1	11	5	1	-1	-2	-1	7
> COc1ccc2oc(-c3ccccc3[N+](=O)[O-])cc(=O)c2c1
 : 0.8	2	-8	-4	-4	-2	-4	12	-4	4
> C/C(N)=C(/C#N)C(=O)CSc1nc2scc(-c3ccccc3)c2c(=O)n1C
 : 0.0	9	2	1	-2	1	-1	3	-1	1
> C[C@@H](NC(=O)[C@@H]1CCCN1C(=O)[C@@H]1CCCN1C(=O)c1cccc2ccccc12)c1ccccc1
 : -0.1	0	-8	-6	2	3	2	-7	10	2
> CCN(CC)S(=O)(=O)c1ccc(OC)c(NC(=O)c2cc3c(=O)n4ccccc4nc3s2)c1
 : -0.3	2	4	1	2	0	6	2	-1	-6
> COc1cc(NC(=O)c2ccc(Br)cc2)ccc1NC(=O)c1cc2ccccc2o1
 : 0.2	4	-12	-1	-2	0	-1	7	1	-2
> O=C(OCN1C(=O)c2ccccc2C1=O)c1ccc(Cl)nc1
 : -0.1	-7	-2	-7	-1	1	0	-11	-2	3
> S=C(Nc1ccccc1Cl)NC1CCC(NC(=S)Nc2ccccc2Cl)CC1 (stereo not given)
 : 0.2	7	0	-1	-9	2	1	2	2	2
> Cc1cc(C)nc(NC(=O)c2ccc(Cl)cc2[N+](=O)[O-])c1
 : 0.0	-1	-12	2	1	1	1	1	4	-4
> CC(=O)c1ccc(NC(=O)CCc2nnc3ccc(NCc4ccco4)nn23)cc1
 : -0.7	6	5	2	2	3	-1	2	0	6
> COC(=O)c1sccc1NC(=O)CSc1ccccc1NC(=O)CNC(C)C
 : 0.7	-1	-7	-5	10	4	0	2	-1	-1
> CCC1CCc2sc(C(=O)N(C)CC(=O)Nc3cccc(OC)c3)cc2C1 (stereo not given)
 : 0.7	1	4	3	-10	-2	66*	0	-5	5
> CC(C)C(C(=O)NCC1CCCO1)N(C(=O)CNS(=O)(=O)c1ccc(F)cc1)c1ccccc1 (stereo not given)
 : 0.5	-4	-3	-2	-1	-2	-1	0	-4	1
> COc1ccc(C(=O)COC(=O)c2ccn(C)n2)cc1
 : 0.7	4	4	0	-1	-2	-2	2	1	0
> CC1(Cc2cc(Cl)ccc2C(F)(F)F)C(=O)Nc2ccc(S(=O)(=O)NC3CCCCC3)cc21 (stereo not given)
 : -0.5	-7	-3	1	-8	-1	0	2	-4	-2
> COc1ccc(Nc2nnc(SCc3cn4c(C)cccc4n3)s2)cc1
 : 0.7	-2	-14	4	5	-1	2	2	-1	-1
> CN(Cc1ccco1)C(=O)C(Cc1ccccc1)NS(=O)(=O)c1ccc2c(c1)CCC(=O)N2 (stereo not given)
 : 0.0	2	5	0	0	6	1	-2	2	-5
> Cc1ccc(C(=O)OCC(=O)NC(=O)NCc2ccccc2)cc1C
 : 0.0	-4	0	0	0	1	7	4	7	0
> O=C(Nc1cccc(Cl)c1)c1ccc(NC2=NC3CS(=O)(=O)CC3S2)cc1 (stereo not given)
 : 0.4	4	-4	1	-1	-3	0	12	1	7
> Cc1cn([C@H]2C[C@H](O)[C@@H](/C=C/C(=O)NCC(c3ccccc3)c3ccccc3)O2)c(=O)[nH]c1=O
 : -11	-3	7	7	-4	-7	2	1	-2	-4
> CCOP(=O)(c1ccccc1)C(O)c1ccc(Br)cc1 (stereo not given)
 : 0.9	0	13	5	1	-1	-3	-8	-2	2
> Cc1nc(-c2ccc(S(=O)(=O)Nc3ccccc3C)cc2)co1
 : 0.1	5	-2	0	0	-1	0	1	-2	-1
> CCC(C(=O)OCC(=O)c1ccc(OC)cc1OC)c1ccccc1 (stereo not given)
 : -0.1	4	2	-1	-4	1	4	5	0	1
> COc1ccc(CN2CCNC(=O)C2CC(=O)N(C)Cc2ccon2)c(OC)c1 (stereo not given)
 : 0.7	-3	4	2	-1	0	1	5	1	-4

Other structures follow.
Values in the order: KLK7 zymogen act	TCR CD3 inh	TDP2 inh	LEDGF integ inh	SIAE primary	PRMT1 FP inh	UHRF1 MBD2 ctr	DDE Tn6 FP inh	MBD2 DNA inh	Tn7 DDE FP
> COC(=O)[C@H](Cc1c[nH]c2ccccc12)NCc1cccc(B(O)O)c1
 : 1.0	5	4	3	4	-1	0	-1	1	-2
> Cc1ccc2nc(-c3cccc(Br)c3)cc(C(=O)NC3CC3)c2c1
 : -0.5	8	4	1	-9	0	0	-4	0	-9
> N#Cc1ccc(S(=O)(=O)NC2CC2)cc1
 : -0.3	-7	13	-1	-1	2	14	3	-1	1
> COc1ccc2sc(/C=C/c3ccccc3O)[n+](C)c2c1
 : 1.6	-114	-1	-7	-159	36*	-18	-13	-18	-10
> O=C(NCc1ccccc1Cl)C1CCN(S(=O)(=O)c2ccc(F)cc2)CC1
 : 0.3	3	2	1	-4	-3	-3	-2	3	2
> O=C(Nc1c2n(c(=S)n(-c3ccccc3)c1=O)CCCCC2)c1ccccc1
 : -0.7	1	17	5	-1	2	1	6	-1	5

High-throughput results: PubChem BioAssay, The Scripps Research Institute Molecular Screening Center
